Screening results as filed in PubChem.
Gli-Sufu block: Gli-Sufu pathway antagonism | Sufu-KO-LIGHT fibroblasts, Gli luciferase reporter luminescence | inhibition, % at 5 µM | 340,000 compounds, 0.74% hits;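 active = inhibition above about 55%, limit read from the data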;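 note: 0% = DMSO-treated cells and 100% = wells with medium but no cells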
Mdm2 MdmX PPI: inhibitors of human Mdm2/MdmX interaction; O15151+Q00987; inhibition, % at 8 µM; 330,000 compounds, 3% hits; AID 485346; SaOS-2 split-luciferase Mdm2/MdmX complementation, luminescence;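 active = inhibition of at least 50% at 8 µM in the primary screen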
Target sequence (O15151 whole entry, looked up): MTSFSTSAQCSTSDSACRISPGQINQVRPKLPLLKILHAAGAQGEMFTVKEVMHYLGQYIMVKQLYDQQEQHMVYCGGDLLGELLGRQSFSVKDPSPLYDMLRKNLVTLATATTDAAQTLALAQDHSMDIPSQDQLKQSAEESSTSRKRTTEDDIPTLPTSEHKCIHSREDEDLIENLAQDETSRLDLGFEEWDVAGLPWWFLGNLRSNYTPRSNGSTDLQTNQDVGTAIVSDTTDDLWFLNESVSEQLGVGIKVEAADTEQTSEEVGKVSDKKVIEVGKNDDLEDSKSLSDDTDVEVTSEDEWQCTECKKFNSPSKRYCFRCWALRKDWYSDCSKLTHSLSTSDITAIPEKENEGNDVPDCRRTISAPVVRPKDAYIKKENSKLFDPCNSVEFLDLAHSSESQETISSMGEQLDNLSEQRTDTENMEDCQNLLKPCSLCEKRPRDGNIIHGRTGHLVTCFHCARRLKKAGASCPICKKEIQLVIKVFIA
Target sequence (Q00987 whole entry, looked up): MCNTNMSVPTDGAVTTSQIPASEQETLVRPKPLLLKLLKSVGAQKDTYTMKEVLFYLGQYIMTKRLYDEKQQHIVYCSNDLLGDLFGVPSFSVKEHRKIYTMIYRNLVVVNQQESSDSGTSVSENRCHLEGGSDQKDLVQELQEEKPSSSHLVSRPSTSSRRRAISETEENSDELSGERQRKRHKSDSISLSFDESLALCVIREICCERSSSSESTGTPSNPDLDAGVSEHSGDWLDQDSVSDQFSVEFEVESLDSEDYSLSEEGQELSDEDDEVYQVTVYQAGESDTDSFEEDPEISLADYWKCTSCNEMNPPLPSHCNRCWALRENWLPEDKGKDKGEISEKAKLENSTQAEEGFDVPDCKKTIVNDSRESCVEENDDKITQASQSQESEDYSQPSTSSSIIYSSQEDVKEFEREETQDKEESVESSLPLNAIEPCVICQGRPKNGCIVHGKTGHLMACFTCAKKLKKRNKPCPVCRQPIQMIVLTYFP
Jurkat NFkB inh: lowers PMA/ionomycin-induced NF-kB signal in Jurkat cells | PMA/ionomycin-induced NF-kB luciferase reporter, luminescence | inhibition, % at 4 µM | 330,000 compounds, 0.53% hits | AID 435003; in the data active = inhibition above about 50%
EBI2 block: blocks human EBI2 receptor beta-arrestin signaling; P32249; 360,000 compounds, 0.81% hits; EBI2 beta-arrestin recruitment, luminescence, 7a,25-OHC stimulated; inhibition, % at 5 µM; in the data active = inhibition above about 38%;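 note: enzyme fragment complementation signal reports receptor beta-arrestin coupling in cells; 0% = agonist plus DMSO wells and 100% = wells without agonist; some results beyond the cut were filed as inactive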
CXCR6 block: blocks human CXCR6 beta-arrestin recruitment; CHO-K1 PathHunter CXCR6 beta-arrestin, luminescence; 360,000 compounds, 0.36% hits; inhibition, % at 20 µM; in the data active = inhibition above about 34%, passing the limit was not always enough;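 note: antagonist mode with CXCL16 agonist at 10 nM final; 0% = 10 nM CXCL16 with DMSO and 100% = unstimulated wells without agonist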
UPR CHOP act: activators of apoptotic arm of unfolded protein response (CHOP). 330,000 compounds, 0.34% hits. CHO-CHOP luciferase reporter, UPR activation, luminescence; percent of tunicamycin response over DMSO baseline. activation, % at 10 µM;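 active = at 10 µM dose, activation of 40% or more, normalized to positive control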;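 note: 100% = tunicamycin at 10 µg/mL and 0% = DMSO alone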
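Assay system: CHO cells with stable CHOP pathway luciferase reporter; Buffer or medium: F12 plus 10% serum; Times: 16-18 h cell attachment, then 6 h compound exposure, 37 °C; Signal: luciferase luminescence; Read-out basis: percent activation relative to tunicamycin control; Control set: tunicamycin high control, DMSO low control.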
XBP1 UPR activ: adaptive UPR (XBP1) activation; activation, % at 20 µM; AID 463104; CHO-XBP1 luciferase reporter, IRE1-XBP1 UPR activation, luminescence; percent of tunicamycin response, DMSO as zero; 330,000 compounds, 0.33% hits;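 active = versus positive control, 20 µM dose yields 30% or more activation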;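 note: 100% = tunicamycin at 10 µg/mL and 0% = DMSO only wells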
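Test system: CHO-XBP1 luciferase reporter cells | Buffer or medium: Serum-containing F12 medium, 10% FBS | Schedule: 6 h compound exposure at 37 °C, 5% CO2 | Detection: Steady-Glo luciferase glow luminescence, 10 min after reagent addition | Read-out basis: Activation, % of tunicamycin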
CCR6 antagonist: blocks CCL20-driven beta-arrestin recruitment at human CCR6 | P51684 | CHO-K1 CCR6 PathHunter beta-arrestin, luminescence, CCL20-stimulated | inhibition, % at 20 µM | 340,000 compounds, 0.49% hits | AID 493098;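 active = compounds whose inhibition of the agonist-driven luminescence signal at 20 µM reaches about 50%, limit read from the data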;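 note: cells stimulated with CCL20 at 14 nM final; plate controls were DMSO with CCL20 for no effect and DMSO without agonist for full effect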
697 NFkB inh: lowers PMA/ionomycin-induced NF-kB signal in 697 B cells | inhibition, % at 4 µM | 330,000 compounds, 0.33% hits | AID 435022 | 697 B-cell NF-kB luciferase reporter, 16 h; in the data active = inhibition above about 35%
* hit, by the source's call; . = no result given.

1) Cc1cccc(Cn2cc(/C=C/[N+](=O)[O-])c3ccccc32)c1
2) CCN=C1NN=C(c2cc(C)n(Cc3ccco3)c2C)CS1
3) COC(=O)c1ccc(COC(=O)CCS(=O)(=O)c2ccc(C)cc2)cc1
4) Cc1cc(C)c(OCC(O)CNC(C)(C)C)c(C)c1 (configuration not stated)
5) Cc1ccc(NC(=O)c2cc(Cl)ccc2[N+](=O)[O-])cc1C
6) CN(C)c1ncc(S(=O)(=O)c2ccccc2)c(-c2ccccc2Cl)n1
7) Cc1ccc2c(CC(=O)OCC(=O)N(CC(C)C)c3c(N)n(Cc4ccccc4)c(=O)[nH]c3=O)coc2c1
8) CC(C)(C)OC(=O)N[C@@H](Cc1ccccc1)C(=O)NCC1CCC(C(=O)N[C@@H](CC(=O)O)C(=O)O)CC1 (some centres not stated)
9) CN(CCCNC(=O)c1ccccc1F)CCCNC(=O)c1ccccc1F
10) O=C(CSc1nnnn1-c1ccc2c(c1)OCO2)NCc1ccccc1
Screen / compound no.	1	2	3	4	5	6	7	8	9	10
Gli-Sufu block	-5	71*	-16	1	12	4	-2	-9	13	-8
Mdm2 MdmX PPI	58*	7	1	19	-25	7	13	6	5	28
Jurkat NFkB inh	16	13	6	3	0	-18	-3	-5	-4	17
EBI2 block	-30	5	-1	6	-5	6	-1	16	-8	1
CXCR6 block	16	8	11	-3	2	7	4	-1	0	1
UPR CHOP act	50*	-7.9	-0.1	2.5	-0.9	-0.5	0.8	-0.6	-1.6	-2.0
XBP1 UPR activ	53*	-5	1	-3	0	1	1	-3	-6	3
CCR6 antagonist	30	16	0	-15	10	13	5	3	13	5
697 NFkB inh	6	9	7	14	-9	-24	-17	9	7	-13

11) O=C(C1CCCO1)N1CCN(S(=O)(=O)c2ccccc2)CC1 (configuration not stated)
12) CC(C)C(NS(=O)(=O)c1ccccc1F)C(=O)OCC(=O)NCc1ccco1 (configuration not stated)
13) Cc1ccc(OCCn2c(C)nc3ccccc32)cc1
14) CCOC(=O)C1CCCN(Cc2nc(Cc3ccccc3Cl)no2)C1 (configuration not stated)
15) CCOC(=O)c1c(NC(=O)CSc2nnc3c(n2)[nH]c2ccc(F)cc23)sc(C(C)=O)c1C
16) COC(=O)c1ccc2c(=O)n(NC(C)=O)c(=S)[nH]c2c1
17) CCCN(CC1CC1)C(=O)COC(=O)c1oc2ccc(OCC)cc2c1C
18) C=CCN=c1scc(-c2ccco2)n1/N=C/c1ccc(O)c(O)c1O
19) Nc1ccc(S(=O)(=O)c2ccc(N)nc2)cc1
20) O=C(NCCc1c[nH]c2ccccc12)C1CCN(c2nnc(N3CCCC3=O)s2)CC1
Screen / compound no.	11	12	13	14	15	16	17	18	19	20
Gli-Sufu block	7	8	26	-2	12	2	.	-4	-21	-5
Mdm2 MdmX PPI	9	0	-9	11	29	-11	5	10	.	14
Jurkat NFkB inh	7	5	14	-15	5	3	-9	-37	.	-3
EBI2 block	-12	4	-1	5	7	-2	11	3	-5	33
CXCR6 block	-5	3	-6	5	-1	3	0	-3	-9	-8
UPR CHOP act	1.7	0.5	-0.3	-1.6	15	2.4	-1.0	161*	.	1.7
XBP1 UPR activ	0	-1	0	-3	62*	3	-2	3	.	-2
CCR6 antagonist	-4	-8	13	9	13	-11	7	14	-8	-2
697 NFkB inh	7	8	-39	-31	6	15	-9	-88	.	11

21) Cc1nc2c3cnn(-c4ccc(C)c(C)c4)c3ncn2n1
22) Cn1cccc1/C=N/NC(N)=S
23) CCOC(=O)CNc1nc(Cl)nc(NC(C)(C)C)n1
24) CN(C)CCN(C(=O)CCS(=O)(=O)c1ccccc1)c1nc2cc3c(cc2s1)OCO3
25) CCOc1ccc2nc(NC(=O)c3ccc(OCC4CCCO4)cc3)sc2c1 (configuration not stated)
26) O=S(=O)(c1ccccc1)N(Cc1ccc(Cl)cc1)c1ccncc1
27) CCc1ccccc1-n1nnnc1SCC(=O)Nc1ccc(N2CCN(C)CC2)cc1
28) CCOC(OCC)c1ccc(/C=C\c2nccc(N)n2)cc1
29) CS(=O)(=O)c1ccc2nnn(OCC(=O)Nc3ccc(Br)cc3Br)c2c1
30) Cc1ccc(NC(=O)CN2CCN(S(=O)(=O)c3cccs3)CC2)cc1S(=O)(=O)N(C)C
Screen / compound no.	21	22	23	24	25	26	27	28	29	30
Gli-Sufu block	0	6	0	-3	8	-14	20	-41	.	-22
Mdm2 MdmX PPI	-150	2	11	-5	-60	-27	21	-44	-45	0
Jurkat NFkB inh	-74	8	-9	-26	-22	0	-13	-31	-3	-10
EBI2 block	-8	-2	-2	-13	-28	0	-4	9	-3	-8
CXCR6 block	1	1	0	7	-9	3	-4	-8	1	-13
UPR CHOP act	0.2	-0.2	2.8	0.5	4.9	-2.8	0.5	5.8	1.6	-0.5
XBP1 UPR activ	-6	-3	-4	0	5	2	0	5	-3	0
CCR6 antagonist	-17	-1	-12	14	-2	16	0	12	5	-3
697 NFkB inh	-130	-1	10	-36	-83	2	-25	-8	22	-11

31) CCc1nnc(NC(=O)CSc2nc(C)cc(C)c2C#N)s1
32) COc1ccc(/C=C/C(=O)Nc2ccc(NC(C)=O)cc2)cc1S(=O)(=O)N1CCOCC1
33) CCN1CCN(CCCNC(=O)c2ccc(/C=C3/Oc4ccccc4N(Cc4cccc(C)c4)C3=O)cc2)CC1
34) O=C(O)c1ccc(S(=O)(=O)N2CCC(n3nnc4cc(C(F)(F)F)ccc43)CC2)cc1
35) COc1ccc(C(=O)n2cnnc2N)cc1
36) CCc1nnc(NC(=O)c2c(C)nn(-c3ccccc3)c2Cl)s1
37) Cc1cc(C#N)c(SCC(N)=O)nc1-c1ccc(F)cc1
38) Cc1ccc(S(=O)(=O)NCCC(=O)NC2CC2)cc1
39) CC(CN1CCOCC1)OC(=O)c1ccc(Br)cc1 (configuration not stated)
40) COc1ccc(-n2ncc3c(=O)n(CC(=O)N4CCCc5ccccc54)cnc32)cc1
Screen / compound no.	31	32	33	34	35	36	37	38	39	40
Gli-Sufu block	-23	-4	28	13	4	-6	-2	2	-5	4
Mdm2 MdmX PPI	-116	-10	100*	4	-3	-10	-1	-9	0	-28
Jurkat NFkB inh	-76	2	24	-8	-13	2	-13	1	-10	8
EBI2 block	0	-2	7	-13	-16	0	19	8	-6	3
CXCR6 block	-4	-2	7	2	-5	7	-6	2	8	-18
UPR CHOP act	4.3	2.6	15	0.0	1.1	2.9	-0.5	1.5	7.4	-0.5
XBP1 UPR activ	3	0	1	0	-1	3	1	-4	11	-2
CCR6 antagonist	-8	8	24	3	5	8	7	7	14	6
697 NFkB inh	-118	7	-19	-11	17	-2	-11	12	13	0

An excerpt of these results, with two lines to a compound:
Below each SMILES – Gli-Sufu block	Mdm2 MdmX PPI	Jurkat NFkB inh	EBI2 block	CXCR6 block	UPR CHOP act	XBP1 UPR activ	CCR6 antagonist	697 NFkB inh
(31) CCc1nnc(NC(=O)CSc2nc(C)cc(C)c2C#N)s1
  -23	-116	-76	0	-4	4.3	3	-8	-118
(32) COc1ccc(/C=C/C(=O)Nc2ccc(NC(C)=O)cc2)cc1S(=O)(=O)N1CCOCC1
  -4	-10	2	-2	-2	2.6	0	8	7
(33) CCN1CCN(CCCNC(=O)c2ccc(/C=C3/Oc4ccccc4N(Cc4cccc(C)c4)C3=O)cc2)CC1
  28	100*	24	7	7	15	1	24	-19
(34) O=C(O)c1ccc(S(=O)(=O)N2CCC(n3nnc4cc(C(F)(F)F)ccc43)CC2)cc1
  13	4	-8	-13	2	0.0	0	3	-11
(35) COc1ccc(C(=O)n2cnnc2N)cc1
  4	-3	-13	-16	-5	1.1	-1	5	17
(36) CCc1nnc(NC(=O)c2c(C)nn(-c3ccccc3)c2Cl)s1
  -6	-10	2	0	7	2.9	3	8	-2
(37) Cc1cc(C#N)c(SCC(N)=O)nc1-c1ccc(F)cc1
  -2	-1	-13	19	-6	-0.5	1	7	-11

The list continues.
41) N#Cc1c(N)n(-c2ccc(O)cc2)c2nc3ccccc3nc12
42) O=C(CCC(=O)N1CCOCC1)NCCc1ccc(Cl)cc1Cl
43) c1ccc(COc2cccc(CN3CCCCC3)c2)cc1
44) CC(=O)NC(CC(=O)O)c1ccc(F)cc1 (configuration not stated)
45) CN(Cc1nc(-c2cnccn2)no1)CC1(c2ccccc2)CC1(C)C (configuration not stated)
46) Cc1ccc(S(=O)(=O)N2CCN(C(=O)CCc3c[nH]c4ccccc34)CC2)c(C)c1
47) CCOC1OC(=O)C(Cl)=C1Nc1ccc(C)cc1 (configuration not stated)
48) CCn1c(SCC(=O)Nc2oc(C)c3c(C)n[nH]c(=O)c23)nc2sc(C)c(C)c2c1=O
49) CC1(C)S[C@@H]2[C@H](NC(=O)COc3ccccc3)C(=O)N2C1C(=O)OCc1ccccc1 (some centres not stated)
50) NC(=O)CSc1nnc(-c2cnccn2)n1-c1ccccc1
51) O=C(Cc1cccs1)N1CCC(c2nc3c(nnn3Cc3ccccc3)c(=O)[nH]2)CC1
Screen / compound no.	41	42	43	44	45	46	47	48	49	50	51
Gli-Sufu block	-4	2	18	1	26	16	-1	-10	-5	6	3
Mdm2 MdmX PPI	21	6	5	-1	4	9	-4	40	-1	11	5
Jurkat NFkB inh	6	0	-1	8	5	-1	0	5	18	6	4
EBI2 block	-6	5	2	0	7	47*	0	2	14	-11	-1
CXCR6 block	0	8	4	0	4	2	2	-4	-2	-1	0
UPR CHOP act	-1.3	1.0	0.1	-1.2	1.0	-0.2	-0.1	4.7	0.2	1.7	0.7
XBP1 UPR activ	-2	-5	2	0	2	-2	-3	7	-2	-3	-2
CCR6 antagonist	12	9	19	-23	-10	13	-6	-3	8	14	-1
697 NFkB inh	16	28	-3	1	13	5	-1	5	17	24	-4
